SIAE primary: inhibitors of human sialic acid acetylesterase SIAE; Q9HAT2; SIAE FP-Rh probe binding, fluorescence polarization; inhibition, % at 9.66 µM; 370,000 tested, 0.69% active; AID 1053197;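 active = inhibition above a cutoff: mean of compounds within the control limits plus 3 SD of those, cut at about 17% in these data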;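 also: 0% = plate median of compound wells and 100% = probe without SIAE protein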
TDP2 inh: blocks human TDP2 phosphodiesterase activity | O95551 | inhibition, % at 12.8 µM | 370,000 tested, 0.34% active | recombinant TDP2, T5PNP hydrolysis, p-nitrophenol absorbance 415 nm;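 active = inhibition above the mean of all tested compounds plus 3 SD, set per campaign, cut at about 25% in these data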;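 also: 0% = DMSO with enzyme and 100% = buffer with substrate but no TDP2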
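Incubation: 2 h at 37 °C; Test system: recombinant human TDP2; Quantity: enzyme 120 nM; Read-out basis: percent inhibition; Medium: 50 mM Tris-HCl pH 7.5 with Mg2+, KCl, DTT, BSA; Repeats: single replicate; Compound: 12.8 µM single point, 1% DMSO; Signal: epi absorbance; Reagent: 5 mM T5PNP chromogenic substrate; Benchmarks: no-enzyme high, DMSO-plus-enzyme low.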
DDE Tn6 FP inh: inhibitors of Tn6 peptide binding to human fibrin DD(E); 370,000 tested, 0.21% active; inhibition, % at 8.3 µM; Fibrin DD(E) TRITC-Tn6 fluorescence polarization displacement; AID 720509; P02675;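 active = inhibition above a per-campaign cutoff: mean of compounds within control limits plus 3 SD, cut at about 15% in these data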;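 also: 0% = median of all compound wells on the plate and 100% = blocking peptide control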
Target sequence (P02675 whole entry, looked up): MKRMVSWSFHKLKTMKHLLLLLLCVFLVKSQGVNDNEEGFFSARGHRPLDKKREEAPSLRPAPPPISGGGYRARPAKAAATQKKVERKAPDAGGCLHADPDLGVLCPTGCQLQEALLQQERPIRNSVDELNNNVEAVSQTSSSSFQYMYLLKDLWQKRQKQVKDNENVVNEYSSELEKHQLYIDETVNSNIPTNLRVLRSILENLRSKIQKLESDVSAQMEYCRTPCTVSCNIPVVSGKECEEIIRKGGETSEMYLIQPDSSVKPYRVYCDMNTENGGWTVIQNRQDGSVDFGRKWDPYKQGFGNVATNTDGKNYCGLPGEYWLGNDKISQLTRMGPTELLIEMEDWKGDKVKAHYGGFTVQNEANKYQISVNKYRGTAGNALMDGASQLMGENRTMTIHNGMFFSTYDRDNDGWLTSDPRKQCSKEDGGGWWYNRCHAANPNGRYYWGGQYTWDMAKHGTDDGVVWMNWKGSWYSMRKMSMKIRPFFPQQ
Tn7 DDE FP: DD(E)-Tn7 binding inhibition, primary FP screen; inhibition, % at 8.3 µM; 370,000 tested, 0.13% active; FP displacement of FITC-Tn7 peptide from fibrin DD(E); 0% = median of compound wells per plate; AID 720508;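 active = inhibition above the mean of compounds falling within the control limits plus 3 SD of them, cut at about 14% in these data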;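 also: 0% = plate median of compound wells and 100% = 10 µM Aha-Tn7 peptide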
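Measure: % inhibition scaled between sample-field median and high-control FP; Test system: human fibrin DD(E); Quantity: 2 µM final DD(E) protein; Doses: one dose, 8.3 µM nominal; Schedule: compound with protein 10 min, then 3 h after probe, room temperature; Detection: fluorescence polarization; Medium: Tris buffer with calcium and detergent, pH 7.8.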
KLK7 zymogen act: proKLK7 (human) activation, primary screen | purified proKLK7, EDANS-DABCYL substrate fluorescence; 100% is mature enzyme control, 0% vehicle | activation, % at 7 µM | AID 652039 | 370,000 tested, 0.9% active | P49862;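 active = activation above the mean of all tested compounds plus 3 SD, computed per campaign excluding outliers beyond control limits, cut at about 13% in these data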
UHRF1 MBD2 ctr: blocks human UHRF1 binding to methylated DNA; 370,000 tested, 0.75% active; inhibition, % at 4.4 µM; UHRF1 binding to methylated oligo, TR-FRET; Q96T88; AID 687016; in the data active = inhibition above about 21%;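 also: UHRF1 SRA domain binding a hemimethylated CpG hairpin DNA probe; 0% = median of test compound wells and 100% = reference inhibitor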
PRMT1 inh: blocks human protein arginine methyltransferase 1; 370,000 tested, 1.3% active; Q99873; recombinant PRMT1, activity-based probe fluorescence polarization; AID 652257; inhibition, % at 2.79 µM;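 active = inhibition above about 21% made by adding two undisclosed values, limit read from the data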
Target sequence (Q99873 whole entry, looked up): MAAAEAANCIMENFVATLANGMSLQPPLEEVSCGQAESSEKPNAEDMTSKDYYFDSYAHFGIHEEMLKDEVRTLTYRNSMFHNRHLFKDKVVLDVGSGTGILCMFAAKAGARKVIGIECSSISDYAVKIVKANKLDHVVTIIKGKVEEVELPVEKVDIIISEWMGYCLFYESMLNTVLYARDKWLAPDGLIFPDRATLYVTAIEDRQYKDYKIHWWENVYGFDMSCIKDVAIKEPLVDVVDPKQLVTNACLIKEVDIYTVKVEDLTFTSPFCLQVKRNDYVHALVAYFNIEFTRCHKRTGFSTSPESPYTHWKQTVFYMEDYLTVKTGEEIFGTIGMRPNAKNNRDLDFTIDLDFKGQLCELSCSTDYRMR
LEDGF integ inh: blocks HIV-1 LEDGF/p75-dependent DNA integration; TR-FRET IN-LEDGF/p75 DNA integration, Eu/Cy5; inhibition, % at 3.7 µM; 370,000 tested, 0.64% active;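 active = inhibition above the screen-wide mean plus 3 SD, cut at about 13% in these data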;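 also: signal is the Cy5 over europium emission ratio at 671 and 618 nm; 0% = plate median of compound wells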
MBD2 DNA inh: blocks human MBD2 binding to methylated DNA; inhibition, % at 4.4 µM; AID 686964; TR-FRET, MBD2 binding to methylated oligonucleotide; 370,000 tested, 0.31% active; in the data active = inhibition above about 13%
TCR CD3 inh: human TCR-CD3 binding inhibition. TAMRA-labeled TCR probe fluorescence, biochemical. inhibition, % at 9.4 µM. 360,000 tested, 0.37% active; in the data active = inhibition above about 19%;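 also: recombinant mutant TCR 2C K166C tagged with TAMRA read by polarization; 0% = receptor in buffer alone and 100% = receptor with positive control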
An asterisk follows results filed as active; x = not tested or not shown.

SMILES	SIAE primary	TDP2 inh	DDE Tn6 FP inh	Tn7 DDE FP	KLK7 zymogen act	UHRF1 MBD2 ctr	PRMT1 inh	LEDGF integ inh	MBD2 DNA inh	TCR CD3 inh
COc1ccc(CN(C)C[C@@H]2OCCCC[C@@H](C)Oc3ccc(N(C)C)cc3C(=O)N([C@H](C)CO)C[C@@H]2C)cc1	12	2	-5	-4	0.0	-1	-1	-1	-4	9
COc1cccc(CNC(=O)CCNC(=O)N2CCn3c2nc2ccccc23)c1	-3	-17	-6	-8	-0.1	0	-4	3	-8	5
Cc1c(NC(=O)c2cccc(NC(=O)COc3cccc(Br)c3)c2)c(=O)n(-c2ccccc2)n1C	6	6	5	5	0.2	-1	-2	1	4	2
CC(=O)c1ccc(-n2c(SCC(=O)c3c[nH]c4ccccc34)nc3ccccc3c2=O)cc1	-47	3	2	-3	0.1	-1	0	-6	3	7
Cc1ccc(N(CC(=O)NCc2ccc3c(c2)OCO3)C(=O)CCC(=O)Nc2ccccn2)cc1	5	5	0	-4	0.0	0	-4	1	-6	0
O=C1C2C3C=CC(CC3)C2C(=O)N1/N=C/c1ccccc1O (configuration not stated)	3	0	-3	4	0.2	4	5	-3	5	1
COc1cccc(C(=O)C2CCCN(C(=O)c3cccc(C#CC(C)(C)O)c3)C2)c1 (configuration not stated)	-17	4	8	4	0.6	0	-1	1	-3	-1
COc1cc2c(cc1OC)C(NC(=O)c1ccc(C)cc1)CC2=O (configuration not stated)	0	-6	-6	4	-0.7	1	0	-2	-5	2
CCNC(=O)C1(C)CCCN(Cc2csc(-c3ccc(Cl)cc3)n2)C1 (configuration not stated)	1	0	0	8	1.1	0	-1	3	-4	8
Cc1cc(/C=C2\SC(=S)NC2=O)c(C)n1-c1ccc(O)cc1	-9	-6	3	-8	0.0	-5	-5	2	-5	4
CC1=C(C(=O)OCc2ccc3c(c2)OCO3)C(c2ccc(Cl)cc2)NC(=O)N1 (configuration not stated)	6	1	5	2	1.4	-1	-4	4	-2	-9
Cc1cccnc1NC(=O)CCc1nnc2ccc(N3CCC4(CC3)OCCO4)nn12	-3	-5	-1	0	0.1	5	4	0	7	0
CCN1C(=O)[C@H]2[C@@H](c3ccc(-c4ccc(OC)cc4)c(OC)c3)N3CCCC[C@@]3(C(=O)OC)[C@H]2C1=O	0	-11	4	4	0.0	1	-2	1	0	8
COc1cc(/C=C/C(=O)OC(C)C(=O)Nc2c(C)n(C)n(-c3ccccc3)c2=O)ccc1OCC#N (configuration not stated)	0	0	6	4	1.8	-4	1	3	5	0
Cc1cc(C)c(S(=O)(=O)n2nc(C)c(Br)c2C)c(C)c1	-4	-1	3	9	0.2	3	1	-7	4	-6
COc1ccc(C(=O)c2c(C)c3cc(C)ccc3n2CC(O)CN2CCOCC2)cc1 (configuration not stated)	1	1	-4	-3	1.1	-2	-2	0	0	2
COc1cccc(C(=O)OCC(=O)Nc2ccc(N3CCOCC3)cc2)c1	3	5	1	1	0.5	0	1	-3	2	1
COCCCn1c(=S)[nH]c2sc3c(c2c1=O)CCCS3	8	-6	8	10	0.8	-7	13	-5	-6	-3
Cc1c(O)nc(SC2CC(=O)N(c3cc(Cl)cc(Cl)c3)C2=O)[nH]c1=O (configuration not stated)	-6	-2	-10	6	0.1	5	16	4	11	-4
COc1ccc(NC(=S)N2CCC(C(=O)c3ccc(F)cc3)CC2)c(OC)c1	0	-1	-4	1	-0.3	0	-2	-2	-1	-2
CCN(CC)CCOC(=O)c1ccc(N/C=C(/C#N)c2nc(-c3ccc4c(c3)OCO4)cs2)cc1	3	9	0	0	-0.8	1	-3	-41	6	-1
CC(=O)NC(c1cccc(F)c1)c1nc(-c2ccc3ccccc3c2)cs1 (configuration not stated)	-10	3	-2	1	-0.7	2	3	0	3	-1
O=C(Nc1ccc(Oc2ccccc2)cc1)c1csc(COCCO)n1	9	1	-3	1	-0.2	-2	3	5	4	-4
CC(C)c1cccc(-c2csc(C(O)c3ccc(F)c(F)c3)n2)c1 (configuration not stated)	-16	-9	-1	-2	0.5	2	4	-6	5	0
CCOC(=O)N1CCN(C(=O)COc2ccc3oc4c(c3c2)CCCC4)CC1	1	-1	6	4	-0.3	-2	0	-4	4	0
COc1ccc(NC(C)=O)cc1NC(=O)CN1CCN(CC(=O)Nc2ccccc2Cl)CC1	0	10	-2	-7	0.0	-1	0	-2	1	3
Cc1ccc(S(=O)(=O)NC(CC(=O)NCC2CCCO2)c2ccccc2)cc1 (configuration not stated)	-3	-1	2	2	0.1	10	-8	2	-4	7
CC(=O)c1cccc(NC(=O)CN2C(=O)COc3ccc(S(=O)(=O)N4CCOCC4)cc32)c1	6	6	0	-6	0.1	-1	2	0	-2	0
CCOC(=O)C1=NOC(C(C)=O)(C(=O)NC2CCCC2)C1 (configuration not stated)	-1	4	7	4	-0.3	-1	0	7	0	x
Cc1ccc(OCC(=O)N2CCC(C)CC2)c([N+](=O)[O-])n1	10	5	-7	-5	-0.6	2	-4	1	3	8
CC(C)N=C(NC#N)SCc1ccccc1F	10	0	-4	-4	-0.3	2	-5	-2	-2	-9
CCOC(=O)c1sc(N)c(C#N)c1CSc1nnc(C2CC2)n1N	-1	9	0	2	0.2	-3	4	-1	2	1
C/C(Cl)=C/Cn1c(=O)c2c(nc(Br)n2Cc2ccccc2)n(C)c1=O	-1	-4	6	-6	0.1	3	-4	-1	-5	6
O=C(Cc1nc(-c2ccc([N+](=O)[O-])cc2)cs1)Nc1ccccc1	-10	-12	-6	-2	-0.4	3	0	-1	7	-10
CC(OC(=O)CNC(=O)c1ccc(Cl)c(Cl)c1)C(=O)N1CCOCC1 (configuration not stated)	-1	11	-3	-3	-0.4	0	-2	-2	-5	7
O=C(Cn1c2c(c(-c3ccccc3Cl)cc1=O)CCC2)NCC1CCCO1 (configuration not stated)	-1	-1	-4	5	1.4	0	1	-5	3	-1
CN(CCOc1ccccc1)CC(=O)Nc1ccc(Cl)cc1[N+](=O)[O-]	-1	12	-2	-3	0.0	2	6	-3	-2	1
Nn1c(Nc2ccccc2)nc2ccccc21	23*	-2	-3	2	0.2	2	-1	1	7	-2
Cc1ccc(NS(=O)(=O)c2cccc(C(=O)OCC(=O)NCc3ccco3)c2)cc1	-7	4	1	7	-0.5	-3	4	4	4	-3
CC(=O)c1cnn(-c2cc(Oc3ccccc3C)ncn2)c1C	9	0	-4	1	-0.5	1	-3	1	-2	4
Cc1cccc(C)c1NC(=O)CNC(=O)c1cccc(S(=O)(=O)NCc2cccs2)c1	1	-1	-1	-1	-0.6	-2	-1	-2	-3	-2
Cc1ccc(CONC(=O)c2cccc(C)c2)cc1	-5	-1	7	-6	0.8	3	-2	4	-3	6
Cc1ccc(CNC(=O)C2CCC(=O)N2Cc2ccc(C)cc2)cc1 (configuration not stated)	-1	2	-4	1	0.6	3	4	-3	0	2
CN(C)c1ccc(NC(=O)Cn2ncn3c(cc4ccccc43)c2=O)cc1	7	12	-8	-3	-0.1	0	1	-3	-1	3
CCN(c1ccccc1)S(=O)(=O)c1ccc(Cl)c(C(=O)N(CC2CCCO2)C2CCS(=O)(=O)C2)c1 (configuration not stated)	-4	-7	7	-7	-0.2	0	-3	0	-3	1
CC(=O)c1nn(-c2ccc(Br)cc2)cc1C(=O)c1ccco1	-8	-5	-2	0	0.9	-3	-3	2	4	1
Cc1ccc(CNC(=O)c2ccc(N3CCC4(CC3)CC(c3cccc(Br)c3)=NO4)c(N)c2)cc1	-6	2	-8	7	-1.3	-1	-3	0	1	0
CCCCn1nnnc1SCC(=O)N1CCN(C(=O)c2ccco2)CC1	4	2	4	6	-0.2	-2	-1	2	5	3
CCN(CC)C(=O)c1[nH]cnc1C(=O)N[C@H](C)c1ccccc1	-1	-16	10	2	0.6	4	-1	-2	-5	-10
Cc1cccc(NS(=O)(=O)c2c(C)n[nH]c2C)c1	-1	1	-3	0	0.6	3	0	0	-2	-3
CCCC(=O)Nc1nnc(SCC(=O)NC2CC2)s1	9	-5	4	-2	0.1	6	0	-5	-3	-3
COc1ccccc1C(=O)N1C(CC(=O)Nc2cc(Cl)ccc2C)C(=O)NC2CCCCC21 (configuration not stated)	-5	0	3	2	0.4	14	0	1	3	6

Reprinted at random: 7 records from the list, in no set order.
SMILES	SIAE primary	TDP2 inh	DDE Tn6 FP inh	Tn7 DDE FP	KLK7 zymogen act	UHRF1 MBD2 ctr	PRMT1 inh	LEDGF integ inh	MBD2 DNA inh	TCR CD3 inh
Cc1cccc(C)c1NC(=O)CNC(=O)c1cccc(S(=O)(=O)NCc2cccs2)c1	1	-1	-1	-1	-0.6	-2	-1	-2	-3	-2
CCCC(=O)Nc1nnc(SCC(=O)NC2CC2)s1	9	-5	4	-2	0.1	6	0	-5	-3	-3
Cc1cc(C)c(S(=O)(=O)n2nc(C)c(Br)c2C)c(C)c1	-4	-1	3	9	0.2	3	1	-7	4	-6
Cc1ccc(OCC(=O)N2CCC(C)CC2)c([N+](=O)[O-])n1	10	5	-7	-5	-0.6	2	-4	1	3	8
COc1ccc(NC(C)=O)cc1NC(=O)CN1CCN(CC(=O)Nc2ccccc2Cl)CC1	0	10	-2	-7	0.0	-1	0	-2	1	3
Nn1c(Nc2ccccc2)nc2ccccc21	23*	-2	-3	2	0.2	2	-1	1	7	-2
CN(CCOc1ccccc1)CC(=O)Nc1ccc(Cl)cc1[N+](=O)[O-]	-1	12	-2	-3	0.0	2	6	-3	-2	1
